IEC-6 tox: kills IEC-6 intestinal cells in KLF5 counter-screen | inhibition, % at 5 µM | IEC-6 cytotoxicity, luminescence viability | actives 0.78% (n = 290,000) | AID 1825; in the data active = inhibition above about 22%;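 also: 0% = plate median of test compound wells and 100% = cytotoxic reference compound wells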
aSyn 5UTR inh: 5' untranslated region of α-synuclein, MLPCN primary screen; alpha-synuclein 5'UTR reporter, inhibitor activity; inhibition, % (tested at 7.5 µM); actives 0.82% (n = 300,000); in the data active = inhibition above about 60%;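 also: H4 neuroglioblastoma cells stably carrying SNCA 5'UTR luciferase fusion; 0% = DMSO wells and 100% = positive control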
HSF1 inh: HSF1 inhibition; activity change, negative = inhibition, % at 7.5 µM (by protocol); AID 2098; actives 0.77% (n = 300,000); NIH3T3-HGL HSE-luciferase, MG132-induced, luminescence 8 h; hits give low values;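 active = more than half of replicate wells show activity change below -50%, luminescence cut by over half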;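 also: luciferase reports HSF-1 transcriptional activity via heat shock element; 0% = median of DMSO wells and -100% = zero luminescence signal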
AI-2 QS modul: Vibrio harveyi AI-2 quorum sensing modulation; Vibrio harveyi JMH597 AI-2 luminescence/OD600 ratio, 9 h; hits give low values; strain lacks LuxN and CqsS sensors; 0 = neutral-control median; activity change, % at 7.5 µM; actives 0.4% (n = 300,000); AID 2094; in the data active = activity change below about -75%, passing the limit was not always enough;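 also: luminescence divided by OD600 gain over 9 h not by final OD600 alone; inactives centre near 13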
GSK3A inh: blocks human GSK-3 alpha kinase. P49840. actives 0.1% (n = 320,000). ADP-Glo luminescence, 60 min. inhibition, % at 10 µM;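 in the data active = inhibition above about 50%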;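 also: GST-tagged GSK-3 alpha with peptide substrate and 25 µM ATP; 0% = DMSO neutral wells and 100% = GW8510 positive control wells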
Target sequence (P49840 whole entry, looked up): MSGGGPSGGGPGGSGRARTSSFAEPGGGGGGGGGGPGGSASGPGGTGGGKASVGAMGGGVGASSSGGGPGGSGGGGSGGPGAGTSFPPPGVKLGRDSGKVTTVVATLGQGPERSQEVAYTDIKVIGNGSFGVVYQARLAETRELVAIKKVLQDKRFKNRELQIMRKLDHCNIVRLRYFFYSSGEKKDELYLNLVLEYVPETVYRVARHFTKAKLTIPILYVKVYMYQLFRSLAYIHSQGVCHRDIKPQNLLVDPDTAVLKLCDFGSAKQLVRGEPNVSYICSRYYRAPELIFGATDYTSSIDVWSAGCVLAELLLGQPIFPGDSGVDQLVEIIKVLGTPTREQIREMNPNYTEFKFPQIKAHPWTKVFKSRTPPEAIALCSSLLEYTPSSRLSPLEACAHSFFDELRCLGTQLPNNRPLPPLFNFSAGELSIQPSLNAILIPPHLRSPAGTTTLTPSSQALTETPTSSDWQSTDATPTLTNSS
GSK3beta inhib: blocks human GSK3beta kinase activity | activity score (negative = inhibition), % at 10 µM | actives 0.038% (n = 300,000) | GST-GSK3beta kinase, ADP-Glo luminescence, 60 min; hits give low values | P49841;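 active = more than half of replicate wells score below -50%, meaning over 50% inhibition versus plate controls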;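 also: 0% = median DMSO wells and -100% = median GW8510 positive control wells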
Target sequence (P49841 whole entry, looked up): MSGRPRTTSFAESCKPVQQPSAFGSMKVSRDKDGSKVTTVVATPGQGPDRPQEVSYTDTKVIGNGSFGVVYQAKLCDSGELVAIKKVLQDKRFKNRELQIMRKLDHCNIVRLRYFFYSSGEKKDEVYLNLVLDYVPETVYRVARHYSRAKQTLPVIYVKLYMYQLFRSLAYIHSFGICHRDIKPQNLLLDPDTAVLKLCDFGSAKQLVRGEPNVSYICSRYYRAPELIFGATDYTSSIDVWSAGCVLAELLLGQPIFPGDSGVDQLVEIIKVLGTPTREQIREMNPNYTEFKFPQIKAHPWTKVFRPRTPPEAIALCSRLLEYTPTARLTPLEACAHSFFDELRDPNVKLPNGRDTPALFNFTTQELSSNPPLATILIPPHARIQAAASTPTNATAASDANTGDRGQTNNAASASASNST
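Assay system: GST-fused GSK3beta enzyme, cell-free / Medium: Tris pH 7.5 buffer with MgCl2, DTT, BSA, heparin / Also added: peptide substrate plus 25 µM ATP (final) / Compound: 10 µM single point / Timing: kinase reaction with compound 60 min at room temperature / Detection: ADP-Glo luminescence / Benchmarks: DMSO neutral wells and GW8510 at 20 µM as positive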
HSF1 activator: increases HSF-1 driven luciferase reporter signal | actives 1.7% (n = 300,000) | NIH3T3-HGL HSF-1 luciferase reporter, MG132, 8 h; 100% = twice DMSO control signal | activation, % at 9 µM;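 active = mean replicate activation of at least 50% with a set share of replicates each reaching 50%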;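 also: 0% = median of the neutral control wells and 100% = twice that signal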
PolyA inhibitor: inhibitors of polyadenylation in S. cerevisiae; calls only at 12 µM; actives 0.02% (n = 300,000); AID 1875; S. cerevisiae SKY197-pL101 polyadenylation reporter, beta-gal luminescence; efflux-impaired pdr1/pdr3 knockout yeast; score 100 = 6 SD above DMSO;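 active = lowest replicate activity score at least 50, where 100 means six control SD above control mean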;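 also: yeast exposed to compound for 9 h at 30 °C; higher score means more reporter readthrough which indicates perturbed polyadenylation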
KLF5 inhibitor: kruppel-like factor 5 inhibition; DLD-1 KLF5 promoter-luciferase reporter, luminescence; inhibition, % at 5 µM; actives 0.23% (n = 290,000);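 active = inhibition above a per-plate limit of that plate's mean compound inhibition plus 3 SD, cut at about 60% in these data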;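 also: 0% = DMSO wells and 100% = LY294002 at 200 µM; higher means less KLF5 promoter-driven luciferase light; inactives centre near -14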
HSP90 inh: inhibitors of HSP90 luciferase refolding in rabbit reticulocyte lysate; inhibition, % at 5.6 µM; actives 0.91% (n = 290,000); luciferase refolding luminescence, 3 h;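 active = inhibition above the screen-wide mean plus 3 SD, computed separately per campaign, cut at about 16% in these data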;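 also: 0% = DMSO wells and 100% = 60 µM geldanamycin wells; inhibitors lower the luminescence because luciferase stays unfolded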
An asterisk follows results filed as active. An excerpt (hit frequency here may not be typical).

`O=C(O)c1ccccc1-c1ccccc1C(=O)Nc1ccccc1` gave IEC-6 tox 4, aSyn 5UTR inh 13, HSF1 inh -3, AI-2 QS modul 10, GSK3A inh -5, GSK3beta inhib 7, HSF1 activator 2, PolyA inhibitor inactive, KLF5 inhibitor -12 and HSP90 inh -1.
`Cc1ccc(C)c(CN2C(=O)C3(OCCCO3)c3ccccc32)c1` gave IEC-6 tox 5, aSyn 5UTR inh 9, HSF1 inh 1, AI-2 QS modul -17, GSK3A inh -2, GSK3beta inhib -1, HSF1 activator 1, PolyA inhibitor inactive, KLF5 inhibitor 9 and HSP90 inh 2.
Screening O=C(CCc1nc(-c2ccc(Cl)cc2)no1)NCC1CCCO1 (stereo unspecified) returned IEC-6 tox 2, aSyn 5UTR inh 19, HSF1 inh -46, AI-2 QS modul 29, GSK3A inh -5, GSK3beta inhib -2, HSF1 activator -53, PolyA inhibitor inactive, KLF5 inhibitor -12 and HSP90 inh 2.
`Cc1ccc(C)c(C(=O)CCC(=O)NNC(=O)Cn2nc(C)cc2C)c1` gave aSyn 5UTR inh 7, HSF1 inh -2, AI-2 QS modul 32, GSK3A inh -2, GSK3beta inhib 0, HSF1 activator -9 and PolyA inhibitor inactive.
Screening O=C(O)CC/C(=N\NC(=O)c1ccc(F)cc1)c1ccc(Br)cc1 returned IEC-6 tox 5, aSyn 5UTR inh -16, HSF1 inh 8, AI-2 QS modul 13, GSK3A inh -7, GSK3beta inhib 4, HSF1 activator 20, PolyA inhibitor inactive, KLF5 inhibitor -51 and HSP90 inh 4.
CC(C)Cn1cc(F)c(=O)n(CC(C)C)c1=O was read as IEC-6 tox 0, aSyn 5UTR inh 2, HSF1 inh 0, AI-2 QS modul 23, GSK3A inh -1, GSK3beta inhib 1, HSF1 activator 14, PolyA inhibitor inactive, KLF5 inhibitor -6 and HSP90 inh -2.
For Cc1ccc(N2C(=O)C3CCC(C)(C2=O)C3(C)C)cc1 (stereo unspecified) the results were IEC-6 tox -6, aSyn 5UTR inh 1, HSF1 inh -3, AI-2 QS modul 7, GSK3A inh 7, GSK3beta inhib -2, HSF1 activator 2, PolyA inhibitor inactive, KLF5 inhibitor -16 and HSP90 inh 0.
`COc1ccc(S(=O)(=O)N2CCOC2CNC(=O)C(=O)NCc2ccccc2Cl)cc1` (stereo unspecified) gave IEC-6 tox -5, aSyn 5UTR inh 5, HSF1 inh -2, AI-2 QS modul 9, GSK3A inh 2, GSK3beta inhib 4, HSF1 activator 2, PolyA inhibitor inactive, KLF5 inhibitor -46 and HSP90 inh 2.
CCN(CCO)c1nc(NCc2ccccc2)c2cnn(C)c2n1 was read as IEC-6 tox -10, aSyn 5UTR inh 23, HSF1 inh -1, AI-2 QS modul 21, GSK3A inh -1, GSK3beta inhib 0, HSF1 activator -7, PolyA inhibitor inactive, KLF5 inhibitor -35 and HSP90 inh -5.
Cc1ccc(OCC(=O)N2N=C(c3cccnc3)CC2(O)C(F)(F)F)cc1C (stereo unspecified) was read as IEC-6 tox -2, aSyn 5UTR inh 21, HSF1 inh 5, AI-2 QS modul 17, GSK3A inh -2, GSK3beta inhib -3, HSF1 activator 9, PolyA inhibitor inactive, KLF5 inhibitor -32 and HSP90 inh -1.
For CCc1ccc(Nc2cnn(C34CC5CC(CC(CC(=O)O)(C5)C3)C4)c(=O)c2Cl)cc1 the results were IEC-6 tox -7, aSyn 5UTR inh -6, HSF1 inh 9, AI-2 QS modul 24, GSK3A inh -4, GSK3beta inhib 6, HSF1 activator -4, PolyA inhibitor inactive, KLF5 inhibitor -13 and HSP90 inh -3.
For COc1ccc(-n2c(SC(C)C(=O)Nc3ccc(NC(C)=O)cc3)nc3ccccc3c2=O)cc1OC (stereo unspecified) the results were IEC-6 tox 7, aSyn 5UTR inh -5, HSF1 inh -1, AI-2 QS modul -1, GSK3A inh -2, GSK3beta inhib -3, HSF1 activator -7, PolyA inhibitor inactive, KLF5 inhibitor -2 and HSP90 inh 0.
For CC(=O)Nc1c(F)cc(Br)cc1F the results were IEC-6 tox 0, aSyn 5UTR inh -3, HSF1 inh 1, AI-2 QS modul 24, GSK3A inh 0, GSK3beta inhib 0, HSF1 activator -4, PolyA inhibitor inactive, KLF5 inhibitor -18 and HSP90 inh 0.
`COc1ccc(C2=NS(=O)(=O)N(C)C(C(=O)NC(C)c3ccccc3)=C2)cc1OC` (stereo unspecified) gave IEC-6 tox 4, aSyn 5UTR inh 16, HSF1 inh 1, AI-2 QS modul 17, GSK3A inh -3, GSK3beta inhib 3, HSF1 activator 4, PolyA inhibitor inactive, KLF5 inhibitor -12 and HSP90 inh -2.
CCCCn1c(=O)n(CC(=O)Nc2ccc(C)c(Cl)c2)c(=O)c2c1ncn2Cc1ccco1 was read as IEC-6 tox -3, aSyn 5UTR inh 11, HSF1 inh 6, AI-2 QS modul 3, GSK3A inh -2, GSK3beta inhib 1, HSF1 activator 17, PolyA inhibitor inactive, KLF5 inhibitor -19 and HSP90 inh 0.
Screening COc1cc(OC)cc(C(=O)Nc2nnc(NC(=S)Nc3ccccc3)s2)c1 returned IEC-6 tox 12, aSyn 5UTR inh -4, HSF1 inh -6, AI-2 QS modul 20, GSK3A inh 0, GSK3beta inhib 2, HSF1 activator -12, PolyA inhibitor inactive, KLF5 inhibitor -26 and HSP90 inh 4.
Cc1cc(=O)oc(C)c1C(=O)N[C@@H]1CCCCNC1=O was read as IEC-6 tox 1, aSyn 5UTR inh -14, HSF1 inh -2, AI-2 QS modul 20, GSK3A inh -3, GSK3beta inhib -6, HSF1 activator 2, PolyA inhibitor inactive, KLF5 inhibitor -41 and HSP90 inh -1.
CCOC(=O)C1CCCN(C(=O)c2cc3c(=O)n4ccccc4nc3s2)C1 (stereo unspecified) was read as IEC-6 tox -1, aSyn 5UTR inh 3, HSF1 inh -6, AI-2 QS modul 29, GSK3A inh -2, GSK3beta inhib 1, HSF1 activator -7, PolyA inhibitor inactive, KLF5 inhibitor -10 and HSP90 inh 6.
For O=C1c2ccccc2C(=O)C12Cc1ccccc1N1CCN(c3ccccc3)CC12 (stereo unspecified) the results were IEC-6 tox 10, aSyn 5UTR inh 42, HSF1 inh -1, AI-2 QS modul 6, GSK3beta inhib -5, HSF1 activator 20, PolyA inhibitor inactive, KLF5 inhibitor -27 and HSP90 inh 3.
Screening CCCc1ccc(C(=O)CCC(=O)O)cc1 returned IEC-6 tox 2, aSyn 5UTR inh -20, HSF1 inh 3, AI-2 QS modul 41, GSK3A inh -3, GSK3beta inhib 4, HSF1 activator 8, PolyA inhibitor inactive, KLF5 inhibitor -26 and HSP90 inh 4.
For CCCCN1Cc2cc(C(=O)c3cc(F)ccc3O)cnc2NC1=O the results were IEC-6 tox 2, AI-2 QS modul 22, GSK3A inh -1, GSK3beta inhib 2, KLF5 inhibitor -4 and HSP90 inh -2.
`COc1ccc2c(c1OC)C(=O)N1c3ccccc3N=C(c3ccc([N+](=O)[O-])cc3)CC21` (stereo unspecified) gave IEC-6 tox 5, GSK3A inh 1, KLF5 inhibitor -3 and HSP90 inh 2.
Screening CCN1CCN(C(c2cccs2)C(C)NC(=O)CC(C)C)CC1 (stereo unspecified) returned IEC-6 tox 3, aSyn 5UTR inh -1, HSF1 inh -11, AI-2 QS modul -19, GSK3A inh -6, GSK3beta inhib 4, HSF1 activator -5, PolyA inhibitor inactive, KLF5 inhibitor -1 and HSP90 inh 1.
For O=C(NCCCn1ccnc1)c1nn2c(C(F)(F)F)cc(-c3ccccc3)nc2c1Cl the results were IEC-6 tox 1, aSyn 5UTR inh 22, HSF1 inh -1, AI-2 QS modul 4, GSK3A inh 1, GSK3beta inhib 0, HSF1 activator 24, PolyA inhibitor inactive, KLF5 inhibitor 8 and HSP90 inh 1.
Screening O=C(Nc1ccc2nccnc2c1)c1ccco1 returned IEC-6 tox -4, aSyn 5UTR inh -105, HSF1 inh 7, AI-2 QS modul 30, GSK3A inh 1, GSK3beta inhib -2, HSF1 activator 12, PolyA inhibitor inactive, KLF5 inhibitor -33 and HSP90 inh 0.
CCOc1ccc(-n2c(N)c(-c3nc4ccccc4n3C)c3nc4ccccc4nc32)cc1 was read as IEC-6 tox 4, aSyn 5UTR inh -6, HSF1 inh -7, AI-2 QS modul 18, GSK3A inh 0, GSK3beta inhib -2, HSF1 activator -3, PolyA inhibitor inactive, KLF5 inhibitor -3 and HSP90 inh 2.
CC(=O)CCn1cnc([N+](=O)[O-])n1 was read as IEC-6 tox 2, aSyn 5UTR inh 0, HSF1 inh 1, AI-2 QS modul 28, GSK3A inh 1, GSK3beta inhib 1, HSF1 activator 5, PolyA inhibitor inactive, KLF5 inhibitor -12 and HSP90 inh 2.
Screening CC(C)(C)c1ccc(OCC(O)CN2CCc3ccccc3C2)cc1 (stereo unspecified) returned aSyn 5UTR inh 19, HSF1 inh 4, AI-2 QS modul -82*, GSK3A inh -2, GSK3beta inhib 2, HSF1 activator 12 and PolyA inhibitor inactive.
`O=C1Nc2ccccc2C1C(C[N+](=O)[O-])c1ccccn1` (stereo unspecified) gave IEC-6 tox -5, aSyn 5UTR inh 3, HSF1 inh 1, AI-2 QS modul 23, GSK3A inh -3, GSK3beta inhib 2, HSF1 activator -7, PolyA inhibitor inactive, KLF5 inhibitor -40 and HSP90 inh -3.
For COc1cccc(-c2nn(-c3ccccc3)cc2CNC(C)Cn2cncn2)c1 (stereo unspecified) the results were IEC-6 tox 5, aSyn 5UTR inh -10, HSF1 inh 9, AI-2 QS modul 17, GSK3A inh -1, GSK3beta inhib -2, HSF1 activator 0, PolyA inhibitor inactive, KLF5 inhibitor -2 and HSP90 inh 2.
Clc1ccccc1CSc1nnc(/C=C/c2ccccc2)o1 was read as IEC-6 tox 2, aSyn 5UTR inh -47, HSF1 inh 15, AI-2 QS modul -4, GSK3A inh 3, GSK3beta inhib 1, HSF1 activator 47, PolyA inhibitor inactive, KLF5 inhibitor 6 and HSP90 inh -1.
Cc1cccc(NC(=O)c2sc3nc(N4CCOCC4)c4c(c3c2N)CCCC4)c1 was read as IEC-6 tox -3, aSyn 5UTR inh -23, HSF1 inh 37, AI-2 QS modul -9, GSK3A inh -9, GSK3beta inhib 3, HSF1 activator 43, PolyA inhibitor inactive, KLF5 inhibitor -57 and HSP90 inh 0.
`Cc1ccc(NC(=O)CCC(=O)NNC(=S)Nc2ccccc2)c(C)c1` gave IEC-6 tox 3, aSyn 5UTR inh 10, HSF1 inh -1, AI-2 QS modul 15, GSK3A inh 4, GSK3beta inhib 1, HSF1 activator -5, PolyA inhibitor inactive, KLF5 inhibitor 1 and HSP90 inh 2.
Screening O=C(OC1CCOC1=O)c1ccc(S(=O)(=O)N2CCCCCC2)cc1 (stereo unspecified) returned IEC-6 tox -6, aSyn 5UTR inh 23, HSF1 inh -2, AI-2 QS modul 24, GSK3A inh -1, GSK3beta inhib 1, HSF1 activator -5, PolyA inhibitor inactive, KLF5 inhibitor -26 and HSP90 inh 1.
